High-throughput results deposited in PubChem by Sanford-Burnham Center for Chemical Genomics.
CXCR6 inh = inhibitors of human CXCR6 receptor; 0.36% of 360,000 active; inhibition, % at 20 µM; CHO-K1 PathHunter CXCR6 beta-arrestin, luminescence; AID 602244; O00574; in the data active = inhibition above about 34%, passing the limit was not always enough;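 note: antagonist mode with CXCL16 agonist at 10 nM final; 0% = 10 nM CXCL16 with DMSO and 100% = unstimulated wells without agonist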
Target sequence (O00574 whole entry, looked up): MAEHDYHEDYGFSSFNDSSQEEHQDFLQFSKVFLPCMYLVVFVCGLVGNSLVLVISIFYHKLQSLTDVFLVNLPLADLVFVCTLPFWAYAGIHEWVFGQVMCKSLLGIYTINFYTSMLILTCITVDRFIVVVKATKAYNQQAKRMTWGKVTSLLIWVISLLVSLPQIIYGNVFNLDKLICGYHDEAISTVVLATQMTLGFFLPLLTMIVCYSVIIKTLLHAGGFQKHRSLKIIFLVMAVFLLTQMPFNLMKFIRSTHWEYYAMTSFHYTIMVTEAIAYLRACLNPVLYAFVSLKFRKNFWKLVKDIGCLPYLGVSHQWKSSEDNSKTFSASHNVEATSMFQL
EBI2 block = blocks human EBI2 receptor beta-arrestin signaling. AID 651636. EBI2 beta-arrestin recruitment, luminescence, 7a,25-OHC stimulated. P32249. inhibition, % at 5 µM. 0.81% of 360,000 active; in the data active = inhibition above about 38%;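 note: enzyme fragment complementation signal reports receptor beta-arrestin coupling in cells; 0% = agonist plus DMSO wells and 100% = wells without agonist; some results beyond the cut were filed as inactive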
Target sequence (P32249 whole entry, looked up, the tested form may be a part): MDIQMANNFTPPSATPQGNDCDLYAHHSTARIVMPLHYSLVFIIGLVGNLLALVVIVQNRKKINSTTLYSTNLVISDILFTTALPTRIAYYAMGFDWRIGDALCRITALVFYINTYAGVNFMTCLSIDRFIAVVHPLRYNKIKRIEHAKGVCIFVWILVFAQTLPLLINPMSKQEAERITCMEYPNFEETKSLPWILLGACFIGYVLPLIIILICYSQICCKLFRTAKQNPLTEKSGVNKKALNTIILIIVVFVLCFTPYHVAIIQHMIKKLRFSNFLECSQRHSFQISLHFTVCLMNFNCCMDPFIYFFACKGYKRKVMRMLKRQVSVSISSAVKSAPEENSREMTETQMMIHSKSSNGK
* hit, by the source's call. Some of the compounds tested; rates above refer to the full screens.

smiles	CXCR6 inh	EBI2 block
COCCNc1ncnc2c1ncn2[C@H]1CN(CCOC)C[C@@H](CO)O1	0	3
COCCn1c(SCC(=O)N2CCCC2)nc2c(c1=O)SCC2	-7	-7
CC(=O)c1ccc(-c2cnc3c(NC=O)cc(-c4cccc(NS(C)(=O)=O)c4)cn23)cc1	8	20
OC[C@@H]1CN(CCN2CCOCC2)C[C@H](n2cnc3c(NC4CC4)ncnc32)O1	3	1
COc1ccccc1CCn1cnc(Cc2cccc(F)c2)c1C(C)C	-7	16
CCC(c1nnnn1-c1c(C)cccc1C)N1CCN(c2ccc(C(F)(F)F)cc2[N+](=O)[O-])CC1 (stereo not given)	6	24
CCCCN1C(=O)C(CC(=O)NCc2cccc3ccccc23)CC(C(=O)N(C(C)C)C(C)C)=C1C (stereo not given)	11	16
CN1CCN(C(=O)c2cc3c(c(-c4cccc(-c5cccnc5)c4)n2)[C@H](CCO)N(C(=O)CC2CC2)C3)CC1	-6	-9
Cc1ccc(CN2CCC(C)(Oc3cccc(Cl)c3)C2)cc1 (stereo not given)	2	-18
CCN1C(=O)[C@H]2[C@@H](c3ccc(OC)cc3)N[C@]3(CCCN(Cc4ccc(Br)cc4)C3=O)[C@H]2C1=O	-8	1
Nc1ccc2c(c1)C1(CCC2)NC(=O)NC1=O (stereo not given)	-5	-2
CN(CC(=O)N/N=C/c1ccc(F)cc1)S(=O)(=O)c1ccccc1	-12	-14
CC1C(=O)N(Cc2cn(Cc3ccco3)nn2)CCS(=O)(=O)N1Cc1ccc(-c2ccc(F)cc2Cl)cc1 (stereo not given)	3	8
CC1(C(=O)NS(=O)(=O)c2ccc(F)cc2F)CCN1C(=O)CC1CCCC1 (stereo not given)	-3	-7
O=C1C2C3CC4C5C3C1C5C1(SCCS1)C42 (stereo not given)	-5	0
CCC1NC(=O)c2cc3ccccc3cc2-n2c1nc1ccc(F)cc1c2=O (stereo not given)	-10	8
COCCN(Cc1ccc(C)cc1)C(=O)[C@H]1O[C@@H](n2ccc(=O)[nH]c2=O)[C@H](O)[C@@H]1O	5	-2
CCCNC(=O)c1cc(C2CCCCN2S(=O)(=O)Cc2cccc(C(F)(F)F)c2)on1 (stereo not given)	0	-3
C[C@H](CO)N1C[C@H](C)[C@H](CN(C)S(=O)(=O)c2ccc(F)cc2)OCc2cnnn2CCCC1=O	3	-8
CC(C)(C)c1ccc(C(=O)N2CCC2(C)C(=O)Nc2ccc3[nH]ncc3c2)cc1 (stereo not given)	4	7

Of the compounds above, these contain an NH in an aromatic ring:
smiles	CXCR6 inh	EBI2 block
COCCN(Cc1ccc(C)cc1)C(=O)[C@H]1O[C@@H](n2ccc(=O)[nH]c2=O)[C@H](O)[C@@H]1O	5	-2
CC(C)(C)c1ccc(C(=O)N2CCC2(C)C(=O)Nc2ccc3[nH]ncc3c2)cc1 (stereo not given)	4	7

Later entries:
smiles	CXCR6 inh	EBI2 block
CC1(C)N=C(N)N=C(N)N1c1ccc(OCC(=O)Nc2ccccc2)c(Cl)c1	2	1
COc1ccc(C(C)C)cc1-c1cc(C(=O)NCc2cc(C(F)(F)F)cc(C(F)(F)F)c2)[nH]n1	-1	25
CCc1ccc(C(O)c2ncc(-c3ccccc3C)[nH]2)cc1 (stereo not given)	-6	-10
COC(=O)[C@]12CCCCC=C1N(Cc1ccco1)C(=O)[C@H](CC(=O)N1CCOCC1)C2	-1	-12
S=C(NCCc1ccccc1)N1CCC2CC1c1cc(-c3ccc4c(c3)OCO4)ccc12 (stereo not given)	-9	4
CCCCNC(=O)C1c2ccccc2OCC(=O)N1CCOC (stereo not given)	-5	-8
COc1ccc2c(c1)CSC(c1ccccc1)C2=O (stereo not given)	9	-5
CCCCC(=O)N(C)c1c(C)nc2ccc(C(=O)N(CC)CCN(C)C)cn12	-4	6
COc1ccc(NC(=O)N(C)[C@H]2C[C@H]3c4[nH]c5ccc(-c6ccc(OC)cc6)cc5c4CCN3C[C@H]2[C@H](C)O)cc1	-11	5
CCOC(=O)C1=CCN(S(=O)(=O)c2ccccc2C)C1c1ccc(C)cc1 (stereo not given)	9	22
CN1OC[C@@H]2CN(C(=O)c3ccc(-c4ccccc4)cc3)[C@H](c3ccc(-c4cccc(F)c4)cc3)C[C@@H]21	13	19
CCc1ccc(NC(=O)c2cc(S(=O)(=O)N3CCCC3)ccc2F)cc1	7	-2
COc1ccc(C(=O)N2CCOC2CNC(=O)C(=O)NCc2ccc(C)cc2)cc1 (stereo not given)	2	0
CC(C)N1CCC(C)(C(=O)Nc2cccc(Oc3ccccc3)c2)C1 (stereo not given)	2	-6
Clc1ccc2nc3ccccc3cc2c1	-1	7
COC(=O)c1cccc(CN2C(=O)C(C)Sc3ccc(C#N)cc32)c1 (stereo not given)	-2	-16
Cc1ccc(NC(=O)CN2CCN(S(=O)(=O)c3ccc4c(c3)OCCO4)CC2)c(C)c1	0	6
COc1ccc(NC(=O)N(C)C[C@H]2OCCCC[C@H](C)Oc3ccc(NC(=O)Nc4ccc5c(c4)OCO5)cc3C(=O)N([C@@H](C)CO)C[C@@H]2C)cc1	-14	2
O=C1OCC/C1=C\NCCCN/C=C1\CCOC1=O	-2	-4
CC(=O)Nc1ccc(CN2CCC(N3CCC(C(=O)NC4CC4)CC3)CC2)cc1	7	-3

Record cards (already shown). Order of screens: CXCR6 inh, EBI2 block
O=C1OCC/C1=C\NCCCN/C=C1\CCOC1=O reads -2, -4
COc1ccc(C(=O)N2CCOC2CNC(=O)C(=O)NCc2ccc(C)cc2)cc1 (stereo not given) reads 2, 0
OC[C@@H]1CN(CCN2CCOCC2)C[C@H](n2cnc3c(NC4CC4)ncnc32)O1 reads 3, 1
COc1ccc2c(c1)CSC(c1ccccc1)C2=O (stereo not given) reads 9, -5
Cc1ccc(CN2CCC(C)(Oc3cccc(Cl)c3)C2)cc1 (stereo not given) reads 2, -18

More entries follow.
smiles	CXCR6 inh	EBI2 block
CC(C)(C)Cc1c(-c2ccc(Cl)cc2)nc2ccc(Br)cn12	10	-34
CC1(C)CN(Cc2ccccc2)C(=O)[C@H]1CC(=O)Nc1ccc(Br)cc1	9	1
CCOC(=O)C1=NN2C(O)C3(C)CC(C(=O)OCC)=NN3C(O)C2(C)C1 (stereo not given)	7	-13
Cc1ccc([C@H]2C[C@@H](O)[C@H](n3cc(COC(=O)c4ccccc4)nn3)CN2CC2CCCCC2)cc1	6	27
CC1(Cc2ccccc2OC(F)(F)F)C(=O)Nc2c(Cl)ccc(Cl)c21 (stereo not given)	2	0
O=CNc1cc(-c2ccc(C(=O)NC3CC3)cc2)cn2c(-c3ccc(F)cc3)cnc12	3	5
COc1ccc(NC(=O)C2Cc3c(-c4cccc(C(N)=O)c4)ccnc3O2)cc1OC (stereo not given)	-2	-8
CC1=C(C(=O)N2CCCCCC2)CC(CC(=O)NC2CCCC2)C(=O)N1Cc1ccccc1 (stereo not given)	-10	-12
CCCS(=O)(=O)NC(=O)C1(C)CCCN(C(=O)c2ccc(C(=O)OC)cc2)C1 (stereo not given)	-3	-7
CCOC(=O)[C@]12CCCC=C1N(Cc1cccc3ccccc13)C(=O)[C@H](CC(=O)N1CCN(C(=O)c3ccco3)CC1)C2	9	4
COc1ccc(-c2ccc3nccn3c2)cc1	-4	-2
Cc1cccc(C)c1-n1nnnc1C(c1ccnc2ccccc12)N(CCC#N)Cc1ccccc1 (stereo not given)	16	27
Cc1cc(C(=O)COc2ccc(Br)cc2F)c(C)n1CC1CCCO1 (stereo not given)	2	-1
CCOCCC(=O)Nc1ncc(S(=O)(=O)c2ccc([N+](=O)[O-])cc2)s1	-6	-64
COc1cccc(C(NC(C)=O)c2nc(-c3ccc4c(c3)OCO4)cs2)c1 (stereo not given)	-5	-5
COCOCCn1cc(CN2CCS(=O)(=O)N(Cc3ccc(-c4ccc(OC)cc4)cc3)C(CC(C)C)C2=O)nn1 (stereo not given)	0	21
COc1cccc(C(NC(C)=O)c2nc(-c3ccc4ccccc4c3)cs2)c1 (stereo not given)	0	1
COc1cccc(CNC(=O)[C@@H]2CCCN2C(=O)[C@H]2CCCCN2C(=O)c2c(F)cccc2F)c1	1	-13
COC(=O)c1ccc(CNC(=O)/C=C/[C@H]2O[C@@H](n3cc(C)c(=O)[nH]c3=O)C[C@@H]2O)cc1	1	-14
COc1ccc(-c2cc(CNc3nc(NCc4ccccc4OC)nc4ccsc34)on2)cc1	6	-2

Going on with the list.
smiles	CXCR6 inh	EBI2 block
C[C@H]1CN([C@@H](C)CO)C(=O)CCCn2cc(nn2)CO[C@@H]1CN(C)S(=O)(=O)c1ccccc1C#N	0	-7
CN(c1ccc(-c2csc(NC(=O)CCCc3nc4ccccc4c(=O)[nH]3)n2)cc1)S(C)(=O)=O	-16	-2
CCc1nc2ccc(C(=O)NCCc3ccccn3)cn2c1N(CC)CCOC	0	-2
CCc1nc2ccc(C(=O)NCCCN3CCCC3=O)cn2c1N(CCC(C)C)CCN(C)C	-2	-4
Cc1ccc(S(=O)(=O)N(C)C[C@@H]2OCc3cnnn3CCCC(=O)N([C@H](C)CO)C[C@@H]2C)cc1	-4	-4
COc1cccc(-c2cnc(C(O)c3ccc(CN4CCCC4)cc3)[nH]2)c1 (stereo not given)	2	0
CCOC(=O)[C@]12CCC=C1N(Cc1ccc3c(c1)OCO3)C(=O)[C@H](CC(=O)NCc1cccc(C(F)(F)F)c1)C2	14	7
CCOC(=O)C1=C[C@@H](C2CCCCC2)N(S(=O)(=O)c2ccc([N+](=O)[O-])cc2)[C@H]1c1ccccc1	-13	-29
Brc1ccc2nc(-c3ccco3)c(Cc3ccsc3)n2c1	0	-3
CCCCn1c(O)c2n(c1=O)Cc1ccccc1N=C2c1ccc(OC)cc1	3	-6
CCc1nc2ccc(C(=O)Nc3cccc(OCC(=O)N(C)C)c3)cn2c1N(C)C(=O)c1ccncc1	-1	7
CCc1nnc(NC(=O)C(NS(=O)(=O)c2ccccc2)C(C)C)s1 (stereo not given)	-5	-8
COc1ccc(C(=O)N2CCCCC2c2cc(C(=O)Nc3ccc(F)c(Cl)c3)no2)cc1 (stereo not given)	2	18
O=C1[C@H]2[C@@H](c3ccc(C(F)(F)F)cc3)N[C@]3(CCCN(Cc4ccc(C(F)(F)F)cc4)C3=O)[C@H]2C(=O)N1Cc1ccccc1	-6	22
COC(=O)C[C@@H]1C[C@@H]2c3cc(NS(=O)(=O)c4ccccc4)ccc3O[C@@H]2[C@@H](CO)O1	-1	0
O=C(N/C(=C/c1cccc(Br)c1)C(=O)N1CCOCC1)c1ccco1	4	4
COc1cccc(C(=O)N2CCC[C@H]2C(=O)N2CCC[C@H]2C(=O)NCc2ccc(F)cc2F)c1	0	-3
CCCCc1c(-c2ccc(F)cc2)ncn1CCc1ccccc1OC	3	-2
O=C(/C=C/c1ccccc1[N+](=O)[O-])OCC(=O)N1CCN(c2ccccc2)CC1	0	-4
C#CCN(C[C@H]1[C@H](OC(=O)NCc2ccccc2)[C@H](OC(=O)NCc2ccccc2)C[C@@H](C(=O)OC)[C@H]1C(=O)OC)S(=O)(=O)c1ccc(C)cc1	2	15

Further records.
smiles	CXCR6 inh	EBI2 block
CC/C(=N\NC(=O)c1cc(C)oc1C)c1ccc(OC(F)F)cc1	2	3
CC(C)(C)NC1=NCCNC(c2ccccc2)=C1	-2	-6
Cc1ccc(CS(=O)Cc2ccc(C(=O)NCCCc3ccccc3)o2)cc1 (stereo not given)	-1	13
CCCc1nc2c3ccccc3ccn2c1Cc1cccc(Cl)c1	12	9
CCCCCCN1C[C@@H](O)[C@H](n2cc(COC(=O)c3ccccc3)nn2)C[C@@H]1c1ccc(OC)cc1	8	13
CCc1nc2ccc(C(=O)NCCCn3ccnc3)cn2c1N(CC)C(=O)NCCc1ccccc1	4	-3
CC(=O)Nc1cc(-c2cccc(C(=O)NCCN(C)C)c2)cn2c(-c3ccc(C(C)=O)cc3)cnc12	-3	3
Cn1ccc(=O)c2cc([N+](=O)[O-])ccc21	2	4
O=C(COC(=O)CSc1ccccc1)NC1CCS(=O)(=O)C1 (stereo not given)	9	-2
N#CN1C2CCC1CC(O)(c1ccccc1)C2 (stereo not given)	-5	-7
S=C(NCCCN1CCOCC1)NN=C1c2ccccc2-c2ccccc21	20	12
COc1ccc(C(C#N)CC(=O)c2ccc3c(c2)OCO3)cc1OC (stereo not given)	6	0
COc1ccc([C@H]2C[C@@H](n3cc(COC(=O)c4ccccc4)nn3)[C@H](O)CN2CC2CCCCC2)cc1	4	11
Cc1ccc(NC(=O)CSC(C)C(=O)OCc2cc(=O)oc3cc(O)ccc23)cc1 (stereo not given)	-7	11
CCN(Cc1ccccc1)c1cc2c(c3c1ccn3C)C1CCC2C1 (stereo not given)	3	2
CCN1CCN(C(C(=O)NC2CCCCC2)c2cc3ccccc3o2)CC1 (stereo not given)	6	-2
Cc1ccc(S(=O)(=O)NC(=O)C2(C)CCN2C(=O)C2(c3ccc(Cl)cc3)CCC2)nc1 (stereo not given)	-2	2
